USP1-UAF1 inh = blocks the human USP1/UAF1 deubiquitinase complex | O94782 | recombinant USP1/UAF1, Ub-Rhodamine cleavage fluorescence | Potency, µM (doses to about 57.1 µM), for the others: top-dose activity change, negative = inhibition, hits mostly inhibitors | 0.23% of 390,000 active | AID 743255; also: potency is read from the fitted curve at half-maximal effect; % is scaled to controls: 0 for no effect and ±100 for the full control effect; nearly all actives have a fitted effect of over 60% in size; inactives centre near -12
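High-throughput fluorogenic screen: 1nM USP1/UAF1 complex, Ub-Rho substrate 150nM final, 50mM HEPES pH 7.8 with 0.5mM EDTA, 0.1 mg/ml BSA, 1mM TCEP and 0.01% Tween-20.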
Vif-A3F inh = inhibitors of Vif-A3F interaction | HeLa A3F-eYFP + Vif (tagged APOBEC3F with the HIV-1 protein that degrades it), YFP fluorescence increase | Potency, µM (doses to about 46.1 µM), without a hit: top-dose activity, negative = active | 0.2% of 390,000 active; also: potency is read from the fitted curve at half-maximal effect; % of control where 0% means no effect; nearly all actives have a fitted effect of over 65% in size
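HeLa cells stably expressing Vif plus C-terminally eYFP-tagged A3F were seeded, incubated overnight at 37 deg C, dosed with compound, incubated overnight again at 37 deg C. Yellow fluorescence (Ex 488/Em 500-530) reported blocked Vif-mediated A3F-eYFP degradation.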
TrxR1 substrate = rat thioredoxin reductase 1 substrate activity. Potency, µM (doses to about 114 µM), for inactives: at the highest dose activity change, negative = substrate turnover. purified TrxR1 substrate turnover, NADPH consumption readout. O89049. 0.01% of 390,000 active; also: potency is read from the fitted curve at half-maximal effect; % is scaled to controls: 0 for no effect and ±100 for the full control effect; nearly all actives have a fitted effect of over 50% in size
Target sequence (O89049 whole entry, looked up): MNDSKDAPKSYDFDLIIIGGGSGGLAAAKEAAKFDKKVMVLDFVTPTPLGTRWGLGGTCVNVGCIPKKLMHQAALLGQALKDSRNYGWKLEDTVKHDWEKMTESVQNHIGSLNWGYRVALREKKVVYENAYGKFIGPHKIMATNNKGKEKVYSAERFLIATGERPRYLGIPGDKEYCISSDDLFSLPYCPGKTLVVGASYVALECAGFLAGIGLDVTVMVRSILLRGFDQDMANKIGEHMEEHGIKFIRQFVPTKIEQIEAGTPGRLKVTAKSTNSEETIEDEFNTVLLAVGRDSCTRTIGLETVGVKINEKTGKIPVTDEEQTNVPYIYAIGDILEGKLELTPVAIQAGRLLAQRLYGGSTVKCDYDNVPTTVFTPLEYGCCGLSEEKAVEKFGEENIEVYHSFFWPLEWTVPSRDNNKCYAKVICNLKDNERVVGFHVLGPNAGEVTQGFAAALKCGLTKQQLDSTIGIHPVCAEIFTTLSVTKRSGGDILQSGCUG
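Rat TrxR1, dispensed at 90 nM, was prereduced with 400 uM NADPH (final) for 5 min at ~22 deg C, then incubated with compound 15 min before 400 uM selenite. A first-read NADPH fluorescence drop versus no-compound background flagged substrates.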
LDHA inh = inhibitors of human lactate dehydrogenase A; P00338; purified LDHA, NADH/diaphorase-resazurin fluorescence; active compounds read low; 0.15% of 480,000 active; activity change, % (values are at about 110 or 230 µM); in the data active = activity change below about -30%; inconclusive = mostly about -25% to -30%;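 also: plate controls were DMSO wells for no effect and wells without enzyme for full effect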
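Remaining NADH was detected by diaphorase (0.133 mg/mL) converting 37 µM resazurin to fluorescent resorufin, read at 0 and 20 minutes. The preceding 5-minute room-temperature reaction used 2 nM LDHA, 0.2 mM sodium pyruvate and 0.06 mM NADH at pH 7.4.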
GRP78 ERSR act = inducers of ER stress response in human glioma cells. U87-MG GRP78 promoter luciferase reporter, 16 h. Potency, µM, without a hit: at the top dose activation, actives largely listed as activators. 0.02% of 420,000 active; also: potency is read from the fitted curve at half-maximal effect; series mostly up to about 76 µM; % of control where 0% means no effect; nearly all actives have a fitted effect of over 35% in size
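Stably transfected U87-MG human glioma cells carrying a GRP78-based luminescent sensor were seeded at 1000 cells/well, pin-dosed with compounds and incubated 16 h. Luciferase reagent was then added, and end-point luminescence was read after 10 min at room temperature.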
Vif-A3G inh = blocks the Vif interaction with human APOBEC3G; HeLa A3G-eYFP + Vif (tagged APOBEC3G with the HIV-1 protein that degrades it), YFP fluorescence, overnight; Potency, µM (top dose mostly 46.1 µM), for inactives: at the highest dose activity, negative = active, actives largely listed as inhibitors; 0.076% of 410,000 active;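 also: potency is read from the fitted curve at half-maximal effect; % is scaled to controls: 0 for no effect and ±100 for the full control effect; nearly all actives have a fitted effect of over 60% in size; hits raise eYFP signal because A3G escapes Vif-driven loss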
Target sequence (Q9HC16 whole entry, looked up): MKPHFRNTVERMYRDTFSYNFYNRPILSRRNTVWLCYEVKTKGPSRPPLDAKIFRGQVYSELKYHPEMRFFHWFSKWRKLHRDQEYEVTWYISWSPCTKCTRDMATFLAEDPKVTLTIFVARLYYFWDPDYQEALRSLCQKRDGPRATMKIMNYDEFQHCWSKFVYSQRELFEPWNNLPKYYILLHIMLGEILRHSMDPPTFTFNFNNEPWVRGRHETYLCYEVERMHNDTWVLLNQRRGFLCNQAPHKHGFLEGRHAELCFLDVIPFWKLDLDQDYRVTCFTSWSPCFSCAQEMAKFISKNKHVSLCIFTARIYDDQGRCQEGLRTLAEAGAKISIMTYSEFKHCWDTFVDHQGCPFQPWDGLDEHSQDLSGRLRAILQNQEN
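Read-out is eYFP fluorescence (Ex 488/Em 500-530) from Vif-expressing HeLa A3G-eYFP cells; more signal means A3G escaped Vif-mediated degradation. Cells plated overnight, compound pinned in, incubated overnight at 37 deg C.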
PI4K2A inh = blocks human PI4K2A kinase activity; Q9BTU6; purified PI4K2A, ADP-Glo luminescence, 1 h; active compounds read low; activity change, negative = inhibition, % at 76.9 µM; 0.13% of 420,000 active; AID 1346378; in the data active = activity change below about -50%; inconclusive = mostly about -30% to -49%;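 also: -100% = wells without enzyme as full effect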
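In this quantitative HTS, ADP production by PI4K2A was quantified luminescently after 1 h at ambient temperature; 100 microM adenosine served as plate-quality control.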
RXFP1 ag = RXFP1 (human) receptor agonism | Q9HBX9 | HEK293T-RXFP1 cAMP TR-FRET, 30 min; response scale: percent of porcine relaxin response, buffer zero | Potency, µM (doses to about 57.5 µM), inactives show at the top dose activation, actives largely listed as activators | 0.3% of 370,000 active; also: potency is read from the fitted curve at half-maximal effect; % is scaled to controls: 0 for no effect and ±100 for the full control effect; nearly all actives have a fitted effect of over 60% in size; many of its hits are not listed in these tables
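HEK293 cells stably expressing RXFP1, treated 30 min at 37C with compounds plus PDE4 inhibitor Ro 20174; cAMP measured by HTRF TR-FRET. Normalized to buffer and 29 nM porcine relaxin; EC50 by Hill fit.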
mIDH1 inhibitor = inhibitors of human mutant IDH1 R132H; O75874; IDH1-R132H enzyme, NADPH consumption, diaphorase/resazurin fluorescence; Potency, µM (top dose mostly 76.6 µM), without a hit: at the highest dose activity change, negative = inhibition, most hits filed as inhibitors; 0.093% of 390,000 active; also: potency is read from the fitted curve at half-maximal effect; % is scaled to controls: 0 for no effect and ±100 for the full control effect; nearly all actives have a fitted effect of over 65% in size
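IDH1-R132H (0.5 ug/mL dispensed) in pH 7.5 Tris buffer was preincubated 30 min with compound, then given a substrate mix of 0.016 mM NADPH and 2 mM alpha-KG for 80 min at room temperature; remaining NADPH was read by diaphorase/resazurin fluorescence.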
Starred values were filed as active, the others as inactive; ? = inconclusive; nt = no result given; & = joins results of further samples; [ ] = another dose, or the depositor's remark. Unless noted, calls follow the shape of the dose curve; as a rule, active = well fitted curve in the direction sought with a large enough effect; inconclusive = small, poorly fitted or top-dose-only effect, or another doubt; inactive = no such curve, though single readings can be large; an effect the other way counts as inactive or inconclusive.

mol	USP1-UAF1 inh	Vif-A3F inh	TrxR1 substrate	LDHA inh	GRP78 ERSR act	Vif-A3G inh	PI4K2A inh	RXFP1 ag	mIDH1 inhibitor
COc1ccc(C(CNC(=O)c2ccc(N3CCCC3=O)cc2)N2CCCC2)cc1 (configuration not stated)	-11%	4%	-9%	-7	2%	-1%	0	0.1%	0%
Cc1ccc(SCC(=O)Nc2cccc(-c3nc4cc(Cl)ccc4o3)c2C)cc1	-22%	nt	22%	-2	nt	nt	-2	?	nt
Cn1ccnc1C(OC(=O)c1ccc(Cl)cc1)C(F)(F)F (configuration not stated)	-9%	2%	-4%	-2	-4%	-9%	-4	-1.1%	1%
COc1ccc(/C=C/c2sc3ccccc3[n+]2CCCCI)cc1OC	nt	nt	-17%	-14	-1%	-9%	nt	nt	nt
COc1ccc(Cl)cc1NC(=O)CN(C)C(=O)CCC(=O)c1cc(C)sc1C	-3%	-6%	-4%[57.1 µM]	1	-5%	-15%	-6	-0.9%	10%
O=C(NCCN1CCOCC1)c1ccc(CS(=O)c2ccccc2Cl)o1 (configuration not stated)	-12%	-8%	-7%	-2	-4%	3%	5	1.3%	-6%
CCN(CC)c1ncnc2c1ncn2[C@H]1CN(Cc2ccc(Cl)cc2)C[C@@H](CO)O1	nt	nt	nt	-8	5%	-6%	2	nt	nt
CCn1c(SC(C)C(=O)NC2CCCc3ccccc32)nnc1-c1cccs1 (configuration not stated)	-8%	-14%	9%	0	-1%	6%	-11	0.7%	7%
COc1cc(Cl)c(C)cc1NC(=O)COC(=O)C1=NN(c2ccccc2)C(=O)CC1	2%	-7%	-5%	-14	-1%	-4%	-2	nt	-9%
Cc1ccc(-n2c(Cn3cnc4ccccc43)nnc2SCC(=O)O)cc1	-14%	-15%	4%	-1	1%	2%	7	2.7%	15%
COc1ccc(CNn2c(-c3cccs3)nc3ccccc3c2=O)cc1OC	-5%	2%	-4%[57.1 µM]	-7	-4%	-5%	-5	2.0%	-4%
O=S(=O)(Nc1cccc(-c2nc3cccnc3s2)c1)c1ccc2c(c1)OCCO2	-13%	-6%	-3%[57.1 µM]	1	-2%	-17%	-4	2.1%	13%
COc1ccc(NC(=O)c2cccc(N3C(=O)C4C5C=CC(C5)C4C3=O)c2)c(OC)c1 (configuration not stated)	-21%	-4%	11%	2	-2%	0%	-7	-0.3%	9%
O=S1(=O)CCO[C@H]2Cc3ccccc3[C@H]2N1Cc1cccc(C(F)(F)F)c1	-5%	-5%	-13%&-11%	1	-3%&-1%	-8%&-2%	-4	-0.1%	6%
O=C(COC(=O)CSc1ccc([N+](=O)[O-])cc1)NCCc1ccccc1	-15%	4%	-3%	0	-4%	0%	2	0.2%	3%
COc1ccccc1NC(=O)c1sc2nc(C)c(C(=O)Nc3ccc(C)cc3C)c(-c3ccccc3Cl)c2c1N	?	-2%	31%	-3	-2%	7%	4	?	6%
Cc1ccc(-c2nnn(CC(=O)Nc3ccccc3-c3ccccc3)n2)c(-n2cnnn2)c1	-14%	-7%	12%	-6	-10%	-12%	6	2.9%	3%
Clc1ccc(Nc2nc3ccccc3n3nnnc23)cc1	-8%	?	29%	-1	-3%	0%	2	-3.7%	0%
O=C(Nc1ccccc1)c1cc(C2CCCCN2C(=O)c2cccs2)on1 (configuration not stated)	nt	nt	nt	-11	6%	3%	-7	nt	nt
CC(=O)Nc1ccc(S(=O)(=O)N(CCc2ccccc2)CC(=O)N/N=C/c2ccc(C(=O)O)cc2)cc1	-23%	5%	-13%	-3	0%	0%	3	-0.7%	7%
CCCN(C(=O)C(NC(=O)c1ccccc1)C(C)C)c1c(N)n(Cc2ccccc2)c(=O)[nH]c1=O (configuration not stated)	-7%	5%	7%	-5	-3%	-5%	5	1.4%	-2%
O=C(CSc1ccc(-c2ccccn2)nn1)N1CCCCC1	-2%	11%	4%[57.1 µM]	0	4%	-3%	-7	-2.2%	2%
COC(=O)Nc1sc2c(c1C(=O)NCc1ccco1)CCC2	-1%	-10%	-14%	-2	1%	-4%	1	-3.0%	12%
CC1CN(C(=O)c2ccc(COCC(F)(F)F)o2)CC(C)O1 (configuration not stated)	-9%	-5%	11%	-15	0%	2%	-4	0.4%	4%
O=S(=O)(CC(O)(c1ccccc1)c1ccccc1)CC(O)(c1ccccc1)c1ccccc1	-11%	8%	-1%	-14	-5%	0%	6	nt	-6%

Shown with two lines to a compound: part of the list above
Value order: USP1-UAF1 inh | Vif-A3F inh | TrxR1 substrate | LDHA inh | GRP78 ERSR act | Vif-A3G inh | PI4K2A inh | RXFP1 ag | mIDH1 inhibitor
- COc1ccc(C(CNC(=O)c2ccc(N3CCCC3=O)cc2)N2CCCC2)cc1 (configuration not stated)
  -11% | 4% | -9% | -7 | 2% | -1% | 0 | 0.1% | 0%
- Cc1ccc(SCC(=O)Nc2cccc(-c3nc4cc(Cl)ccc4o3)c2C)cc1
  -22% | nt | 22% | -2 | nt | nt | -2 | ? | nt
- Cn1ccnc1C(OC(=O)c1ccc(Cl)cc1)C(F)(F)F (configuration not stated)
  -9% | 2% | -4% | -2 | -4% | -9% | -4 | -1.1% | 1%
- COc1ccc(/C=C/c2sc3ccccc3[n+]2CCCCI)cc1OC
  nt | nt | -17% | -14 | -1% | -9% | nt | nt | nt
- COc1ccc(Cl)cc1NC(=O)CN(C)C(=O)CCC(=O)c1cc(C)sc1C
  -3% | -6% | -4%[57.1 µM] | 1 | -5% | -15% | -6 | -0.9% | 10%
- O=C(NCCN1CCOCC1)c1ccc(CS(=O)c2ccccc2Cl)o1 (configuration not stated)
  -12% | -8% | -7% | -2 | -4% | 3% | 5 | 1.3% | -6%
- CCN(CC)c1ncnc2c1ncn2[C@H]1CN(Cc2ccc(Cl)cc2)C[C@@H](CO)O1
  nt | nt | nt | -8 | 5% | -6% | 2 | nt | nt
- CCn1c(SC(C)C(=O)NC2CCCc3ccccc32)nnc1-c1cccs1 (configuration not stated)
  -8% | -14% | 9% | 0 | -1% | 6% | -11 | 0.7% | 7%

Additional results:
mol	USP1-UAF1 inh	Vif-A3F inh	TrxR1 substrate	LDHA inh	GRP78 ERSR act	Vif-A3G inh	PI4K2A inh	RXFP1 ag	mIDH1 inhibitor
CNC(=O)C1Cc2c(-c3ccccc3Oc3ccccc3)ccnc2O1 (configuration not stated)	nt	nt	nt	-13	-3%	-2%	-1	nt	nt
Cc1cc(C)nc(NS(=O)(=O)c2ccc(NC(=O)c3cc(-c4ccccc4)nc4ccccc34)cc2)n1	-21%	6%	8%[57.1 µM]	-3	-10%	-9%	1	-0.3%	3%
NC(=O)c1cc(C(=O)c2ccc(Cl)cc2)c[nH]1	?	2%	7%[57.1 µM]	-4	-1%	1%	-5	0.7%	21%
CCOC(=O)c1[nH]c(C)c(C(=O)OCCOc2cccc(C)c2)c1C	1%	-12%	-14%	-3	-1%	4%	0	2.6%	7%
C/C(=N\Nc1ccc2nncn2n1)c1ccco1	8%	-6%	-3%[57.1 µM]	-1	-5%	3%	-7	-0.6%	2%
C=CCn1c(=O)c2ccccc2n2c(SCc3c(C(=O)OCC)oc4ccccc34)nnc12	-10%	-1%	7%	-8	-4%	-1%	3	0.5%	-4%
COC(=O)Cc1c(C)c2ccc(OCc3nn[nH]n3)cc2oc1=O	-1%	0%	600%[activator]	12&-4	-6%	0%	3	4.6%	7%
COc1ccccc1CCNC(=O)C(=O)NCC1OCCN1S(=O)(=O)c1ccc(Br)cc1 (configuration not stated)	-10%	9%	-4%	-2	-5%	-4%	-1	1.8%	0%
Cc1ccc(CSCCNC(=O)CN(c2ccccc2)S(C)(=O)=O)cc1	-7%	1%	3%[57.1 µM]	-7	3%	0%	-13	-0.4%	4%
O=C(NCc1ccccc1F)C1CCN(Cc2cc3ccccc3n2Cc2cccc(Cl)c2)CC1	-8%	2%	5%[57.1 µM]	-1	-5%	3%	2	0.8%	-2%
Cc1noc(-c2ccc(-c3noc(-c4ccc(Cl)cc4)n3)cc2)n1	-16%	2%	-3%[57.1 µM]	0	-3%	1%	4	4.2%	-11%
CCOc1cc(C=C2C(=O)c3ccccc3C2=O)ccc1OCC(=O)Nc1ccc(C)cc1	230%[activator]	?	12%[57.1 µM]	-6	-1%	1%	0	13%	?
CC(=O)NC(Cc1ccc(C)cc1)C(=O)NC1CCN(c2ncccc2[N+](=O)[O-])CC1 (configuration not stated)	-17%	?	1%	-5	-3%	3%	2	0.9%	-3%
Nc1cccc(CCc2nc3cc4ccccc4cc3[nH]2)c1	-14%	6%	-3%	-1	0%	?	1	6.1%	8%
COc1cc(OC)c(/C=C/c2c3ccccc3cc[n+]2C)c(OC)c1	nt	nt	-8%	-24	-3%	-4%	nt	nt	nt

Screening results deposited in PubChem by National Center for Advancing Translational Sciences (NCATS).

Some of the compounds tested; the hit share may differ from the screen's.
